# Screens as filed in PubChem BioAssay.
# ABCG2 inh: blocks JC-1 efflux by human ABCG2 transporter; AID 1325; inhibition, % at 6.6 µM; IgMXP3 cells, flow cytometry; Q9UNQ0; hit rate 0.1% among 190,000;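 active means inhibition above 80%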;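 further: 0% = DMSO and 100% = nicardipine control wells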
#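 Test system: IgMXP3 cells (ABCG2) mixed with DDAO far-red-labelled CCRF-Adr cells (ABCB1). Reagent: JC-1 transporter substrate. Compound dosing: single test compound dose, 6.6 µM final. Times: 10 min compound exposure, 25 °C. Detection: flow cytometry of retained JC-1 fluorescence. Read-out basis: efflux inhibition in percent versus controls. Controls: nicardipine and DMSO wells.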
# Pf gametocyte: inhibitors of late stage P. falciparum gametocyte viability. P. falciparum stage V gametocytes, ATP luminescence, 24 h. inhibition, % at 10.9 µM. hit rate 0.065% among 150,000. AID 743093;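 active means inhibition above the mean plus 3 SD of compounds within the control limits, set per campaign, cut at about 38% in these data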;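 further: 0% = DMSO wells and 100% = medium only without gametocytes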
# RGS4-Gao reg: modulates binding of RGS4 to human Galphao. Multiplexed bead flow cytometry; actives lie on both sides. P09471. hit rate 0.33% among 220,000. binding response (% of control), % at 10 µM; in the data active means binding response below about 49% or above about 150%; inactive means in between;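 further: fluorescent Galphao activated with aluminum fluoride binding bead-coupled RGS4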
# GSH fluor: GSH bead compound fluorescence profile | GSH beads flow cytometry, compound fluorescence 488/530 nm; stronger effect = higher value | fluorescence (KMESF) at 10 µM | hit rate 0.25% among 190,000 | AID 1776; in the data active means fluorescence above about 89;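 further: glutathione beads carrying GST-tagged Bcl family fusion proteins plus one bare bead set; values are compound well signal with DMSO vehicle wells as background; inactives centre near 16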
# Avidin bead fluor: compound fluoresces at 488/530 nm on avidin beads; compound fluorescence 488/530 nm, flow cytometry; stronger effect = higher value; fluorescence (KMESF) at 10 µM; hit rate 0.38% among 220,000; AID 1775; in the data active means fluorescence above about 47; further: inactives centre near 10
# RGS8-Gao reg: modulates binding of RGS8 to human Galphao. hit rate 0.34% among 220,000. P09471. multiplexed bead flow cytometry; actives lie on both sides. response (percent of control binding), % at 10 µM. AID 1423; in the data active means response below about 60% or above about 140%; inactive means in between;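 further: Galphao activated as the GDP aluminium fluoride complex binding bead-coupled RGS8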
# Mcl1 Noxa PPI: disrupts binding of human Mcl-1 to Noxa peptide. Q07820. TR-FRET Mcl-1/Noxa peptide binding, 2 h. inhibition, % at 21.7 µM. hit rate 1.5% among 220,000. AID 1022;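 active means compounds that cut the protein-peptide binding signal by more than 50% relative to plate controls in a single-dose test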;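 further: His-tagged Mcl-1 with rhodamine Noxa BH3 peptide and terbium anti-His antibody; 0% = Mcl-1 plus Noxa peptide wells and 100% = peptide-only wells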
# Mcl-1 Bim block: human Bim-Mcl-1 interaction inhibition; Q07820; Bead-based flow cytometry, Bim peptide-Mcl-1 binding; inhibition, % at 10 µM; hit rate 0.1% among 190,000; in the data active means inhibition above about 40%;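 further: 0% = no compound tracer wells and 100% = peptide blocker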
# Mcl1 Bid PPI: Mcl-1/Bid interaction inhibition | hit rate 0.97% among 220,000 | inhibition, % at 21.7 µM | TR-FRET Mcl-1/Bid-Dy647 peptide binding, 1536-well;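 active means compounds that cut the binding signal by more than half at the single screening dose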;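 further: His-tagged Mcl-1 with europium anti-His antibody binding Bid BH3 peptide; 0% = Mcl-1 plus peptide wells and 100% = peptide-only wells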
# ABCB1 block: blocks JC-1 efflux by human ABCB1 transporter | P08183 | CCRF-Adr cells, flow cytometry | inhibition, % at 6.6 µM | hit rate 0.067% among 190,000; in the data active means inhibition above about 40%;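 further: 0% = vehicle and 100% = reference inhibitor; higher value means more JC-1 retained so stronger ABCB1 efflux block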
# Target sequence (P08183 whole entry, looked up): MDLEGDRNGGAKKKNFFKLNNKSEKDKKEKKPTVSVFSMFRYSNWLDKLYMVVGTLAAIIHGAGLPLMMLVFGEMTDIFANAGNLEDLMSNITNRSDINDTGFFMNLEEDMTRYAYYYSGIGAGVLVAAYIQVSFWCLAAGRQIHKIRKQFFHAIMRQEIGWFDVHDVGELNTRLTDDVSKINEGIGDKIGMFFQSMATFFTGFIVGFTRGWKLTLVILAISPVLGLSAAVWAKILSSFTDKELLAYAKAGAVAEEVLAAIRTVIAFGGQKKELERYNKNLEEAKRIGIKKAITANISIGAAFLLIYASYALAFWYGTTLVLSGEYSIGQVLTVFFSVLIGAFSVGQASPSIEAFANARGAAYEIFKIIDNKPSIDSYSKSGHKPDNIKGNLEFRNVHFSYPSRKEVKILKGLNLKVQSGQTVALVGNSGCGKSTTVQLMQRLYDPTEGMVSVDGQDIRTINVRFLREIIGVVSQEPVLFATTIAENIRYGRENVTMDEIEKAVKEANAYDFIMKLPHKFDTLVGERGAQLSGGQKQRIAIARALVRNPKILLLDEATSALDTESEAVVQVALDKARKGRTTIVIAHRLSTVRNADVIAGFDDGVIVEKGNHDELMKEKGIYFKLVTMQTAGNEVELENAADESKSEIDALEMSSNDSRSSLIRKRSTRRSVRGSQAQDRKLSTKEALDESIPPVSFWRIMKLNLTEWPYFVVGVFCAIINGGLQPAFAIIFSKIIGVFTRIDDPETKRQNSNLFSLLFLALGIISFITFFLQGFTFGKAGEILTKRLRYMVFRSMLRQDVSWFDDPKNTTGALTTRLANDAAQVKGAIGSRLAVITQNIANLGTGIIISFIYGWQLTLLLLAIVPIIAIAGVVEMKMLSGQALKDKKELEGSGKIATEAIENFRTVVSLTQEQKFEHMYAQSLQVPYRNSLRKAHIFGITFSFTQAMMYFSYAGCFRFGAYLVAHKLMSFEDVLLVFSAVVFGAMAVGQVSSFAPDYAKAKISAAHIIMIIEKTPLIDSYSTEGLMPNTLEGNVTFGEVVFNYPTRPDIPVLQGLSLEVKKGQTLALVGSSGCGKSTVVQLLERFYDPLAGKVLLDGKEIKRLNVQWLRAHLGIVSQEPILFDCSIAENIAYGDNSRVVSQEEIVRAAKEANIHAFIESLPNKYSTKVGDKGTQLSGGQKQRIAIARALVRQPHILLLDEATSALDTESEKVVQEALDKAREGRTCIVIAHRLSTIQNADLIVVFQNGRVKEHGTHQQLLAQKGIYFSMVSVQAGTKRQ
# RGS7-Gao reg: regulators of human RGS7-Galphao interaction; Multiplexed bead flow cytometry, RGS7-Galphao binding; actives lie on both sides; binding response (% of control), % at 10 µM; P09471; hit rate 0.35% among 220,000; in the data active means binding response below about 49% or above about 150%; inconclusive means no clear call, values can overlap the other calls; inactive means in between;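 further: fluorescent Galphao held in activated GDP-AlF4 state binding bead-coupled RGS7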
# Active calls of the source: *; ? = inconclusive; / = no result given. Not a hit list; about 3.3% have a hit in one of these screens.
SMILES,ABCG2 inh,Pf gametocyte,RGS4-Gao reg,GSH fluor,Avidin bead fluor,RGS8-Gao reg,Mcl1 Noxa PPI,Mcl-1 Bim block,Mcl1 Bid PPI,ABCB1 block,RGS7-Gao reg
CCOC(=O)C1C(=O)CC(C)(O)C(C(=O)OCC)C1c1cccs1 (centres undefined),7,/,105,29,12,105,-17,-5,5,1.4,97
COc1ccc(/C=N/NC(=O)c2cccnc2)cc1CN1CCN(c2ccc(F)cc2)CC1,9,20,89,16,8,96,16,0,-41,45*,91
Fc1ccccc1CN1CCCCCCC1,2,/,91,35,2,88,7,-2,20,0.3,95
Cn1c(Cn2c(=O)sc3ccccc32)nnc1SCC(=O)NCc1ccc2c(c1)OCO2,2,/,103,15,33,100,-6,-4,4,0.4,98
COc1c(O)cc2c(c1O)C(=O)CC(c1ccccc1)O2 (centres undefined),5,/,101,21,5,100,-3,-2,-18,-0.2,105
CC(CN1CCN(c2ccccc2)CC1)c1ccccc1 (centres undefined),38,24,103,26,9,106,8,-5,1,0.5,101
CCC(C(=O)NC1CCCC1)N(C(=O)Cn1nnc(-c2ccc(C)cc2)n1)C1CCCC1 (centres undefined),4,/,104,18,19,104,-5,-2,-6,1.2,104
O=C(N/C(=C/c1ccco1)C(=O)N1CCc2ccccc21)c1ccco1,/,-2,84,/,3,90,-2,/,-59,/,?
CC1CC(C)CN(C(=O)c2ccc3c(c2)N(Cc2ccccc2)CCS3)C1 (centres undefined),2,/,98,23,4,95,1,2,-17,2.0,99
COc1ccc(NC(=O)/C=C/c2ccco2)cn1,11,11,99,13,11,98,15,-1,-36,0.2,?
Cc1nc(C)c(Cc2ccccc2Cl)c(=O)[nH]1,-1,2,102,11,5,100,7,-2,-2,0.5,100
Cc1cccc(C)c1NC(=O)C(NC(=O)c1ccccn1)c1ccc([N+](=O)[O-])cc1 (centres undefined),0,/,107,43,6,104,12,-3,7,0.1,109
CN1c2ccccc2N(C)C1c1ccc2c(c1)OCO2,2,15,95,26,13,102,-15,-4,-32,0.5,99
Cc1ccc(NC(=O)CN(C)S(=O)(=O)c2cccc3nsnc23)cc1C,1,/,98,11,23,100,18,0,-5,0.1,99
COC(=O)c1c(CSc2ccc(Cl)cc2)noc1C(=O)NCc1ccco1,55,5,101,25,13,100,-21,-1,-12,1.2,97

# Two compounds picked at random from the list so far, as already listed:
SMILES,ABCG2 inh,Pf gametocyte,RGS4-Gao reg,GSH fluor,Avidin bead fluor,RGS8-Gao reg,Mcl1 Noxa PPI,Mcl-1 Bim block,Mcl1 Bid PPI,ABCB1 block,RGS7-Gao reg
Fc1ccccc1CN1CCCCCCC1,2,/,91,35,2,88,7,-2,20,0.3,95
CC1CC(C)CN(C(=O)c2ccc3c(c2)N(Cc2ccccc2)CCS3)C1 (centres undefined),2,/,98,23,4,95,1,2,-17,2.0,99

# Profiles, looked up by structure:
# Listed for `CCOC(=O)C1C(=O)CC(C)(O)C(C(=O)OCC)C1c1cccs1` (centres undefined) : ABCG2 inh: 7; Pf gametocyte: /; RGS4-Gao reg: 105; GSH fluor: 29; Avidin bead fluor: 12; RGS8-Gao reg: 105; Mcl1 Noxa PPI: -17; Mcl-1 Bim block: -5; Mcl1 Bid PPI: 5; ABCB1 block: 1.4; RGS7-Gao reg: 97
# Listed for `Fc1ccccc1CN1CCCCCCC1` : ABCG2 inh: 2; Pf gametocyte: /; RGS4-Gao reg: 91; GSH fluor: 35; Avidin bead fluor: 2; RGS8-Gao reg: 88; Mcl1 Noxa PPI: 7; Mcl-1 Bim block: -2; Mcl1 Bid PPI: 20; ABCB1 block: 0.3; RGS7-Gao reg: 95
# Listed for `COc1ccc(/C=N/NC(=O)c2cccnc2)cc1CN1CCN(c2ccc(F)cc2)CC1` : ABCG2 inh: 9; Pf gametocyte: 20; RGS4-Gao reg: 89; GSH fluor: 16; Avidin bead fluor: 8; RGS8-Gao reg: 96; Mcl1 Noxa PPI: 16; Mcl-1 Bim block: 0; Mcl1 Bid PPI: -41; ABCB1 block: 45*; RGS7-Gao reg: 91

# Following part:
SMILES,ABCG2 inh,Pf gametocyte,RGS4-Gao reg,GSH fluor,Avidin bead fluor,RGS8-Gao reg,Mcl1 Noxa PPI,Mcl-1 Bim block,Mcl1 Bid PPI,ABCB1 block,RGS7-Gao reg
CCCOC(=O)c1ccc(S(N)(=O)=O)o1,2,21,104,10,18,104,13,-2,-14,0.1,102
c1cncc(-c2noc(-c3ccco3)n2)c1,5,/,103,28,17,103,5,0,-21,0.6,106
COC(=O)c1c(C)oc(C)c1S(=O)(=O)NCC1CC1,/,-4,95,/,8,99,19,/,-1,/,?
COCCn1c(SCc2nnc(-c3ccc(OC)c(OC)c3)o2)nnc1-c1ccncc1,/,6,96,/,6,95,-4,/,-52,/,?
CCOc1cc(CN2CCN(c3cccc(C(F)(F)F)c3)CC2)ccc1OC,2,/,114,14,14,104,28,1,11,1.2,105
O=C(c1ccc(NC(=O)C2(c3ccccc3)CCCC2)cc1)N1CCOCC1,/,17,102,/,8,99,19,/,35,/,?
Cc1ccc(NC(=S)NCCN2CCOCC2)cc1,31,/,100,15,15,99,-9,0,-43,1.9,99
OC(COc1cccc(OCC(O)CN2CCCC2)c1)CN1CCCC1 (centres undefined),16,/,104,29,14,105,15,-4,4,-1.1,101
CC(C)CC(N=C1NC(C)(C)Cc2ccccc21)C(=O)O (centres undefined),0,5,102,16,25,102,-6,-4,-7,-0.1,98
Cc1ccc(-c2ccc(/C=C/C(=O)c3ccccc3)o2)cc1,-4,8,98,4,6,107,44,22,-18,-0.8,114
CCOC(=O)/C(=N\NC(=O)c1ccccc1)c1ccccc1,0,-9,103,56,11,102,-7,-2,-18,0.1,101
Cn1c(Cn2c(=O)sc3ccccc32)nnc1SCc1cccc(F)c1,0,/,95,16,22,100,10,-2,-15,0.1,93
O=C(COCC(=O)N/N=C/c1ccccc1F)N/N=C/c1ccccc1F,10,-32,99,9,5,97,-5,15,-31,-0.2,95
CC(C)N(CCc1ccncc1)C(=O)Nc1ccc(F)cc1,0,/,104,22,7,103,9,-2,-4,0.4,104
COc1cccc(-c2cc(C(=O)Nc3ccc([N+](=O)[O-])cn3)c3ccccc3n2)c1,11,/,105,18,10,106,-6,-5,-6,2.0,105
COc1ccc(Cc2n[nH]c(=S)n2NC(=O)Nc2ccc(C)cc2)cc1,0,/,103,14,10,95,4,0,-38,-0.3,99
Cc1nc2[nH]c(=O)c3c(n2n1)NC1=C(C(=O)CC(C)(C)C1)C3c1ccccc1 (centres undefined),2,-13,85,11,20,97,5,1,-7,0.1,102
COc1cc(C(=O)OCC(=O)N(C)Cc2ccccc2)cc(OC)c1OC,13,/,98,31,15,98,10,4,4,2.0,93
Cn1c2ccccc2c2cc(C(=O)OCC(=O)N3CC(=O)Nc4ccccc43)sc21,1,-6,104,45,6,102,1,-2,1,0.9,102
Cc1sc2ncn(CC(=O)NCCc3ccccc3)c(=O)c2c1C,0,/,97,19,7,99,9,0,1,0.3,93
CCCc1nc2ccccc2c(C(=O)OCC(=O)N2CCc3ccccc32)c1CC,48,2,105,15,6,103,-2,-3,18,5.2,99
O=C(CN1CCCCC1)N1CCN(S(=O)(=O)c2ccccc2)C1,28,4,102,9,9,103,4,-3,-29,2.8,100
C/C(Cl)=C\Cn1c(N2CCCCCC2)nc2c1c(=O)n(C)c(=O)n2C,17,4,102,11,11,101,8,3,-16,1.3,101
CC(=O)Nc1ccc(N/C=C/C(=O)c2ccco2)cc1,34,/,99,31,17,96,20,-2,-22,1.0,98
C=C(C)CSc1nc2ccccc2c(=O)n1-c1c(C)n(C)n(-c2ccccc2)c1=O,3,/,99,7,24,101,4,0,-12,0.7,100
Cc1ccsc1C(=O)OCC(=O)N1CCc2ccccc2C1,6,-29,104,14,13,100,14,0,-20,1.0,?
CCc1ccc(C(=O)NC2CCCCC2)s1,45,1,99,24,21,96,-3,-3,61*,0.2,101
O=C(CC1(c2ccc(Cl)cc2)C2CC3CC(C2)CC1C3)NCCO (centres undefined),1,-3,99,15,12,100,-3,-1,-5,0.1,99
O=C(O)Cc1csc(-c2ccc(F)cc2)n1,0,19,104,21,9,102,6,-1,10,0.0,103
COc1cc(C(=O)OC2CCN(C)CC2)cc(OC)c1OC,2,/,104,61,7,101,12,2,6,0.5,98
COC(=O)c1ccc(OCc2cc(=O)n3ccsc3n2)cc1,0,-2,94,10,3,100,29,-5,65*,-0.1,96
Cc1c(Cl)cccc1NC(=S)N(CCN(C)C)C(C)c1ccccn1 (centres undefined),0,10,105,10,18,112,-11,-2,-38,-0.4,105
CCOC(=O)C1CCCN(CCC(=O)Nc2cc(C)cc(C)c2)C1 (centres undefined),1,-25,105,14,11,101,8,-2,3,-0.9,105
CCN(CCCNC(=O)CC(C(=O)N1CCc2ccccc21)n1ccnc1)c1ccccc1 (centres undefined),1,/,101,17,9,102,5,-4,-34,0.2,98
COc1ccc(-c2cc(C(F)F)n3ncc(C(=O)Nc4c(C)n(C)n(-c5ccccc5)c4=O)c3n2)cc1,5,4,101,8,9,99,11,-2,-22,1.8,98
C/C(CCc1ccccc1)=N\NC(=O)c1ccc(CN2CCOCC2)cc1,1,-15,99,20,10,104,-23,0,-46,0.4,100

# Part of the list above, with values under each structure.
# Sequence of screens – ABCG2 inh	Pf gametocyte	RGS4-Gao reg	GSH fluor	Avidin bead fluor	RGS8-Gao reg	Mcl1 Noxa PPI	Mcl-1 Bim block	Mcl1 Bid PPI	ABCB1 block	RGS7-Gao reg
> COC(=O)c1ccc(OCc2cc(=O)n3ccsc3n2)cc1
 : 0	-2	94	10	3	100	29	-5	65*	-0.1	96
> Cc1c(Cl)cccc1NC(=S)N(CCN(C)C)C(C)c1ccccn1 (centres undefined)
 : 0	10	105	10	18	112	-11	-2	-38	-0.4	105
